AHR activator: human AHR activation; P35869; AHR-responsive luciferase reporter cells, luminescence; activation, % at 5 µM; actives 2.5% (n = 320,000); in the data active = activation above about 47%;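 also: 0% = vehicle wells and 100% = reference agonist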
MEX-5 binding: C. elegans MEX-5 TCR-2 RNA binding activity | MEX-5/FITC-TCR2 RNA binding, fluorescence polarization; active compounds read low | actives 0.38% (n = 300,000) | activity score (negative = inhibition of binding), % at 10 µM | Q9XUB2 | AID 1832;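 active = inhibition past about -25% in most replicates, and total fluorescence under double the plate's negative control median, limit read from the data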;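 also: 0% = DMSO and -100% = 5 µM competing unlabeled TCR2 RNA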
Target sequence (Q9XUB2 whole entry, looked up): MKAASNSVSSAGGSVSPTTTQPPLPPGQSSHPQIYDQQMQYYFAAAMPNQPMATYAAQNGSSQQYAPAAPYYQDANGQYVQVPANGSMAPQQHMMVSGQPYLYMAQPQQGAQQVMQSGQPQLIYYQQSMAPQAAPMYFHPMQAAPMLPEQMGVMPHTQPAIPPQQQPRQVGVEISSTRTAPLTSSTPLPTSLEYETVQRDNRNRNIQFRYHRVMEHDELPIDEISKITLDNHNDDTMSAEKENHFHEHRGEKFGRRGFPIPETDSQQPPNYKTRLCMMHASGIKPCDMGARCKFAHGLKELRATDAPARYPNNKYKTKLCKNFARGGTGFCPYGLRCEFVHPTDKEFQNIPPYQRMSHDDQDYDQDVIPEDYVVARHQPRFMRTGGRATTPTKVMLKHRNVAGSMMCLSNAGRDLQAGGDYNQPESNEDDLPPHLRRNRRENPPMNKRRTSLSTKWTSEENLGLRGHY
pPAFAH inh: pPAFAH (human) enzyme inhibition | actives 1.5% (n = 330,000) | Q13093 | AID 463082 | recombinant pPAFAH, FP-rhodamine probe fluorescence polarization | inhibition, % at 3.39 µM;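 active = inhibition above the mean inhibition across the screen plus 3 SD, cut at about 25% in these data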;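 also: inhibitors block binding of the rhodamine activity-based probe so polarization drops; 0% = enzyme with DMSO and 100% = wells lacking pPAFAH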
Bcl-xL primary: Bcl-xL (human) inhibition | Q07817 | GST-Bcl-xL / FITC-Bim BH3 peptide fluorescence polarization | inhibition, % at 10.9 µM | actives 0.7% (n = 320,000) | AID 2129;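 active = inhibition above the mean of all tested compounds plus 3 SD, cutoff set per campaign, cut at about 30% in these data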;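 also: 0% = DMSO wells and 100% = unlabeled Bim-BH3 peptide competitor; inhibitors lower millipolarization by displacing the labeled peptide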
Fam108B counter: counter-screen for RBBP9 inhibitors: inhibitors of mouse Fam108B; recombinant Fam108B, FP-Rh probe fluorescence polarization; inhibition, % at 9.51 µM; actives 0.33% (n = 300,000);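 active = inhibition above the screen mean inhibition plus 3 SD, computed separately per campaign, cut at about 18% in these data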;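 also: inhibitors lower polarization as less probe binds the enzyme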
PME-1 primary: PME-1 (human) inhibition; inhibition, % at 5.9 µM; recombinant PME-1, FP-Rh probe fluorescence polarization; Q9Y570; actives 0.53% (n = 320,000);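 active = inhibition above the campaign mean of all compounds plus 3 SD, cut at about 26% in these data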;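 also: competitive labeling of PME-1 active site by serine hydrolase directed probe; 0% = PME-1 with DMSO and 100% = wells lacking PME-1 enzyme; inhibitors block probe labeling so polarization falls and inhibition rises; many of its hits are not listed in these tables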
Target sequence (Q9Y570 whole entry, looked up): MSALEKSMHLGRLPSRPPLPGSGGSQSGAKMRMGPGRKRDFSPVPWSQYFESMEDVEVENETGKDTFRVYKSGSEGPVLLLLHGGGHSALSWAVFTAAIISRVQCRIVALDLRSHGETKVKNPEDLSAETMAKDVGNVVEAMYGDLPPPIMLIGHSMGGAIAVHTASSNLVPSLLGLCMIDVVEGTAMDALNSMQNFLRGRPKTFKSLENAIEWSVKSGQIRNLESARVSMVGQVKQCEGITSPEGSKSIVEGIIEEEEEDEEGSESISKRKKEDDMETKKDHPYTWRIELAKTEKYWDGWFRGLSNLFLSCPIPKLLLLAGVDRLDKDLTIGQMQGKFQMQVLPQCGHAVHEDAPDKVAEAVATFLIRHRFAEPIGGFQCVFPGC
MCL1-BIM inh: MCL1-BIM-BH3 interaction inhibition (human). Q07820. GST-MCL1 / FITC-Bim-BH3 fluorescence polarization. inhibition, % at 10.9 µM. AID 2057. actives 0.68% (n = 320,000);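 active = inhibition above the mean inhibition of all tested compounds plus 3 SD, set per campaign, cut at about 40% in these data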;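 also: 0% = DMSO wells and 100% = unlabeled Bim-BH3 peptide control; higher means more loss of mP so more displacement of Bim peptide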
PAFAH1B2 FP inh: inhibitors of human PAFAH1B2; inhibition, % at 3.39 µM; actives 1.2% (n = 340,000); P68402; recombinant PAFAH1B2, FP-rhodamine activity probe, fluorescence polarization;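 active = inhibition above the mean of all tested compounds plus 3 SD, cut at about 24% in these data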;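 also: 0% = enzyme with DMSO and 100% = wells lacking PAFAH1B2; many of its hits are not listed in these tables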
Target sequence (P68402 whole entry, looked up): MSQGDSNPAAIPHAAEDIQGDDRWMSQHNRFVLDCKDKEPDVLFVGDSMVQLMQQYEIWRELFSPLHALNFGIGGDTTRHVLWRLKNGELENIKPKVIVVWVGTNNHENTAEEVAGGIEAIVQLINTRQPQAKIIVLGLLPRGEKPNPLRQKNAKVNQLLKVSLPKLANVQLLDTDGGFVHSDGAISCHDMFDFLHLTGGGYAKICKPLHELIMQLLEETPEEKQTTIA
GLD-1 TGE inh: GLD-1-TGE RNA interaction inhibition (C. elegans); Q17339; purified GLD-1 + fluorescein TGE RNA, fluorescence polarization; inhibition, % at 5.96 µM; actives 0.44% (n = 320,000);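 active = percent inhibition above a per-plate cutoff, the plate mean of test compounds plus 3 SD, cut at about 30% in these data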;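 also: 0% = DMSO wells with GLD-1 and probe and 100% = wells lacking GLD-1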
The depositor's hits bear a star; . = no result given. Some of the compounds tested; the hit share may differ from the screen's.

SMILES	AHR activator	MEX-5 binding	pPAFAH inh	Bcl-xL primary	Fam108B counter	PME-1 primary	MCL1-BIM inh	PAFAH1B2 FP inh	GLD-1 TGE inh
COc1cc(C2CC(=O)Oc3c2c(=O)n(C)c2ccccc32)ccc1O (stereo unspecified)	2	0.2	6	-3	-2	-5	0	.	6
O=C(N/N=C(\c1ccccc1)c1ccccn1)c1ccccc1Cl	12	-1.8	1	3	0	1	0	1	-1
O=C(Cc1ccccc1)N/N=C/c1ccc(Cl)cc1Cl	1	0.4	12	5	-1	-2	8	1	7
O=P1(c2ccccc2)C=Cn2c1cc1c2CCCC1 (stereo unspecified)	2	1.0	-1	2	-5	-7	1	7	7
O=C1N/C(=N/O)S/C1=C/c1cccc([N+](=O)[O-])c1	3	-1.4	1	3	2	1	-6	5	1
O=C(NC1(C(F)(F)F)NC(=O)N(Cc2cccnc2)C1=O)c1ccccc1 (stereo unspecified)	1	-0.6	1	2	1	1	0	4	0
CCOc1cc(/C=N/n2c(COc3ccccc3)n[nH]c2=S)ccc1O	5	0.9	7	-8	4	4	-19	3	-16
CCCCCCN1N=C(C)C(C(=O)c2ccc(Cl)cc2)C1=O (stereo unspecified)	6	4.1	2	-9	-1	-7	-5	5	-7
O=C(Nc1ccncc1)c1ccc(NS(=O)(=O)c2cccc(F)c2)cc1	0	-1.8	3	6	10	-6	7	2	-1
CN(C)c1nc(C(=O)Nc2ccccc2)nc(N(C)C)n1	27	3.5	0	-1	1	-1	3	-5	1
O=C(O)CCNC(=O)CCCn1nnc2ccccc2c1=O	1	-3.3	-1	1	0	5	5	0	5
CCc1ccccc1NC(=O)N1CCCC(CCC(=O)N(C)CCc2ccccn2)C1 (stereo unspecified)	2	0.5	3	8	4	1	2	2	0
O=C1CCc2cc(S(=O)(=O)N3CCC(C(=O)NC4CCCc5ccccc54)CC3)ccc2N1 (stereo unspecified)	2	-1.5	0	6	0	7	4	2	4
CC(C)(C)CC(=O)O/N=C(\N)c1ccccn1	2	0.3	2	2	-2	3	4	5	3
CC1CC(C)(C)CC(=O)C1C(=O)c1ccccc1 (stereo unspecified)	4	2.1	-1	-2	-4	9	-9	8	-7

Structures shown so far with fluorine:
SMILES	AHR activator	MEX-5 binding	pPAFAH inh	Bcl-xL primary	Fam108B counter	PME-1 primary	MCL1-BIM inh	PAFAH1B2 FP inh	GLD-1 TGE inh
O=C(NC1(C(F)(F)F)NC(=O)N(Cc2cccnc2)C1=O)c1ccccc1 (stereo unspecified)	1	-0.6	1	2	1	1	0	4	0
O=C(Nc1ccncc1)c1ccc(NS(=O)(=O)c2cccc(F)c2)cc1	0	-1.8	3	6	10	-6	7	2	-1

(further entries)
SMILES	AHR activator	MEX-5 binding	pPAFAH inh	Bcl-xL primary	Fam108B counter	PME-1 primary	MCL1-BIM inh	PAFAH1B2 FP inh	GLD-1 TGE inh
Cc1ccc(-n2c(SCC(N)=O)nnc2-c2ccccn2)cc1	-1	0.4	4	6	0	-4	-2	2	5
C/C(Cn1cnc([N+](=O)[O-])n1)=N\NC(=O)c1ccccc1F	5	0.8	6	-3	2	-3	-4	-3	5
COc1cc(OC)cc(-c2c(C#Cc3ccsc3)c3cc(-c4ccc(OC)c(OC)c4)ccc3n2C)c1	9	.	2	.	.	.	.	8	-32
Cc1cc(NC(=O)Cn2nnc3sc4c(c3c2=O)CCC(C(C)(C)C)C4)no1 (stereo unspecified)	-1	1.9	7	-4	-5	-9	-5	8	5
CCCCCCC(C)n1cc(C(C)=O)c(=O)[nH]c1=O (stereo unspecified)	-1	0.1	7	-2	0	-3	-4	1	-1
Cc1csc2c(N3CCN(C(=O)Nc4ccc(Cl)c(Cl)c4)CC3)ncnc12	-4	1.9	-7	5	-48	-61	10	-6	1
CC(=O)c1ccc(N2CCN(C(=O)c3c(-c4ccccc4Cl)noc3C)CC2)cc1	-1	-2.6	1	1	0	2	0	-1	3
CC(C)CCNC(=O)C1CCN(Cc2cccc(OCc3ccccc3)c2)CC1	0	-1.1	11	6	-1	0	6	7	11
O=C(Nc1cc2c(cc1Cl)OCCCO2)c1ccc(F)cc1	-1	0.4	0	5	0	3	15	1	4
COc1ccc(CC2(CO)CCN(Cc3nc(C(C)C)cs3)CC2)cc1	2	-0.7	3	5	-4	-3	7	6	5
CN1CCN(C(=O)c2cc3cc(Cl)ccc3[nH]2)CC1	15	-0.5	7	6	-1	1	4	-7	-2
Cc1ccccc1CS(=O)(=O)c1cn(CC(=O)N2CCC(C)CC2)c2ccccc12	-1	-0.1	1	1	-2	0	4	0	-1
CC(=O)c1ccc(NC(=O)C2CCN(S(=O)(=O)c3cccnc3)CC2)cc1	1	1.3	5	5	-1	5	1	0	7
NC(=O)C1CCN(C(=O)c2ccc3c(=O)n(Cc4ccco4)c(SCc4ccc([N+](=O)[O-])cc4)nc3c2)CC1	-1	0.7	7	16	15	11	3	-6	14
CC1CCCCN1C(=O)Nc1cccc(Cl)c1 (stereo unspecified)	4	0.1	4	4	2	7	4	2	-4
Cc1ccccc1NC(=O)COC(=O)Cc1ccsc1	4	0.5	27*	9	4	1	8	5	2
Cc1cc(C)c(C)c(S(=O)(=O)N2CCC(C(=O)N3CCCCCCC3)CC2)c1C	1	-1.5	4	0	1	7	4	3	-1
C/C=C/C(=O)OCC(=O)Nc1c(Cl)cccc1Cl	-1	-0.9	6	-5	4	-1	-5	-3	-1
CCOc1ccc(C2NC(=O)c3ccccc3O2)cc1 (stereo unspecified)	3	-0.5	-1	2	-2	-9	-2	-1	6
CN(C)S(=O)(=O)c1cccc(NC(=O)c2ccc3c(c2)S(=O)(=O)N=C2CCCCCN23)c1	4	0.4	4	-4	-4	7	-11	2	2
C/C(=N\OC(=O)c1ccc(C)cc1)c1c(C)nc2cc(C)ccn12	-2	-1.4	2	9	-1	7	13	4	-2
C/C(=N\Nc1cc(C)nc(NCc2ccccc2)n1)c1cccc([N+](=O)[O-])c1	2	-1.3	4	4	-4	10	1	9	2
O=C(O)c1ccc(-c2sc(Nc3ccccc3)n[n+]2-c2ccccc2)cc1	43	-2.2	-3	-3	0	0	2	-8	0
CN(C)C(CNC(=O)c1cc(S(=O)(=O)N(C)c2ccccc2)ccc1Cl)c1ccccc1 (stereo unspecified)	7	2.3	0	-10	1	-2	-10	3	-6
Cc1[nH]nc(Sc2ccccn2)c1[N+](=O)[O-]	2	1.3	0	3	1	4	7	-1	-1
C=CCNC(=O)c1ccc(OC)cc1OC	-1	-3.2	6	2	-2	-1	-2	3	3
C[C@H](C[C@H](O)[C@H]1OC1(C)C)C1=C2C[C@H](O)C3[C@@]4(C)CCC(=O)C(C)(C)C4CC[C@]3(C)[C@@]2(C)CC1 (stereo partly specified)	1	.	1	.	.	.	.	8	2
Cc1cc(NC(=O)CSc2nc3cc(Cl)ccc3s2)no1	2	-0.5	-4	3	-4	-3	0	6	2
Cc1cc(=O)oc2cc(OCC(=O)N3CCN(c4ccc(F)cc4)CC3)ccc12	-3	-1.2	2	5	-5	0	2	2	-4
COc1ccccc1N1CCN(CCN2C(=O)CC(=C3c4ccccc4-c4ccccc43)C2=O)CC1	11	-0.5	29*	3	6	3	10	.	-2
CCN1CCN(C(=O)C2CCC(=O)N(CCCN3CCCC3=O)C2)CC1 (stereo unspecified)	0	1.8	3	2	-2	3	2	1	3
Cc1c(N=C(N)/N=C(\N)Nc2ccc(Br)cc2)c(=O)n(-c2ccccc2)n1C	3	1.4	-3	6	-1	-6	5	-4	1
O=C1CCN(C(=O)c2ccc(Cl)cc2)N1	-1	1.3	1	2	-1	2	0	1	1
COc1ccc(S(=O)(=O)N2CC(=O)Nc3ccccc32)cc1Cl	5	0.5	-12	2	-7	-10	-5	0	9
CC(=O)Nc1cccc(NC(=O)CSc2nnc(NC(=O)C3CC3)s2)c1	2	2.1	4	0	-2	4	-5	-3	-9
O=C(NCCCn1ccnc1)/C(=C\c1ccc(Br)cc1)NC(=O)c1ccccc1F	13	-0.4	-2	1	-1	1	3	-1	2
O=C(Nn1c(C2CCC2)nc2ccccc2c1=O)C1CCC1	-2	.	0	7	-1	3	2	4	7
O=C(c1noc2c1CCCC2)N1CCN(c2ccc(F)cc2)CC1	-11	1.8	4	3	4	7	12	1	1
CCOC(=O)C(C)Oc1ccc2c(CC)cc(=O)oc2c1C (stereo unspecified)	1	0.8	3	11	-1	0	0	0	-4
Cc1nn(C2CCCO2)c(=O)nc1N (stereo unspecified)	0	-2.7	4	5	-2	0	0	.	-6
Cc1ccc(C)c(OCc2nnc(NC(=O)c3ccco3)s2)c1	4	1.3	1	2	-2	0	3	6	1
Cc1ccc(/C=N/NC(=O)c2ccccc2OCc2ccc(F)cc2)o1	4	0.3	-3	1	0	-1	6	3	8
Cc1ccc(C(=O)COC(=O)CNC(=O)c2ccccc2)s1	2	.	5	-7	.	0	-18	0	4
COc1cccc2c1Oc1ncccc1N(C(=O)CCC(=O)NCc1ccccc1F)C2	0	-0.5	3	5	4	-1	-5	1	-5
CCCCCCOC(=O)Cc1c(C)nc(-c2ccccc2)[nH]c1=O	-1	-2.0	-4	6	12	-2	8	0	-1
COc1cccc(-c2nn(-c3ccccc3)cc2CN(C)Cc2ccno2)c1	14	1.8	-2	4	-4	-17	-8	4	2
N#C/C(=C\c1c(N2CCC(C(N)=O)CC2)nc2ccccn2c1=O)C(=O)NCc1ccco1	4	-5.0	4	17	-2	-8	10	10	1
Cn1c(CCNC(=O)c2ccccc2F)nnc1SCC(=O)Nc1ccccc1F	1	-0.7	4	-1	0	3	-1	0	0
NS(=O)(=O)c1ccc(NC(=S)N2CCC(Cc3ccccc3)CC2)cc1	0	-3.1	2	4	3	-11	6	2	-3
Cc1nnc(N2C(=O)C(O)=C(C(=O)c3ccco3)C2c2ccc(C(C)C)cc2)s1 (stereo unspecified)	3	-27*	7	40*	-4	-7	37	6	40*
Cc1nn(C)cc1C(C(=O)NC1CCCCC1)N(CCc1ccccc1)C(=O)c1cnccn1 (stereo unspecified)	1	0.7	-5	1	-1	-4	-1	-2	-2
O=C(Nc1ccccc1C(=O)NCC1CCCO1)c1ccc(Cl)cc1 (stereo unspecified)	2	-0.5	3	5	-3	-1	4	-1	-1
CCCn1c(SCC(=O)NC(C)C23CC4CC(CC(C4)C2)C3)n[nH]c1=O (stereo unspecified)	1	0.1	1	-8	0	4	-5	19	-8
Cc1oc2c(c1C(=O)Nc1cccc3ccccc13)CCCC2	14	0.9	2	8	2	2	2	-4	0
Cc1ccc(N2C(=O)CC(N3CCN(c4ccc(F)cc4)CC3)C2=O)c(C)c1 (stereo unspecified)	-1	-1.8	1	1	-1	-5	-5	1	0
CC(C)CNC(=O)CSc1ccc(S(=O)(=O)N2CCN(C)CC2)cn1	2	.	0	4	.	-2	2	21	-3
O=C(COc1cccc(Br)c1)N/N=C1\CCSC1	3	3.9	-3	5	7	-6	8	3	-1
COC(=O)C1CCN(C(=O)COC(=O)CSc2ccc(C(N)=O)cc2[N+](=O)[O-])CC1	-1	-3.5	4	3	-8	-2	1	-2	9
COc1cc2[nH]c3c(N4CCC(C(N)=O)CC4)ncnc3c2cc1OC	23	1.5	12	-4	-4	-5	1	.	6
O=C(CCC1CCCCC1)Nc1ccccc1C(=O)N1CCOCC1	3	1.0	-4	7	3	1	7	3	8
CCOC(=O)N1CCC(NC(=O)c2ccc(Cl)cc2)CC1	2	-2.0	8	8	2	-4	-2	0	1
COc1ccc(CCNC(=O)c2noc(C)c2[N+](=O)[O-])cc1OC	12	-0.4	5	7	-1	0	-1	7	2
CCN(CCC(=O)O)c1ccccc1	-1	-2.1	4	1	1	1	6	1	3
